High-throughput results (PubChem)
EBV LMP1 NFkB = EBV LMP1-driven NF-kappaB luciferase reporter inhibitors, primary screen, cell-based, luminescence, single point; LMP1-induced NF-kappaB luciferase reporter cells; inhibition, % at 12.5 µM; actives 0.69% (n = 350,000); AID 504558, 2011; in the data active = inhibition above about 41%;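 also: 0% = neutral control wells and 100% = reference inhibitor control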
SRC2 inh = inhibition of GAL4-SRC2 driven luciferase reporter, primary screen, SRC2 inhibitor project, cell-based, luminescence | Nuclear receptor coactivator 2 (Homo sapiens), Q15596 | HEK293 GAL4-SRC2 luciferase reporter | inhibition, % at 9 µM | actives 0.17% (n = 370,000) | AID 651957, 2012;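 active = inhibition above the mean inhibition of all tested compounds plus 3 SD, set per campaign, cut at about 52% in these data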;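 also: 0% = DMSO treated cells and 100% = cells given Gossypol at 36 µM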
KKLEB cytotox = cytotoxicity in KKLEB CF airway cells, primary screen, cytotoxicity control for CF NF-kB inhibitor project, cell-based, uHTS, fluorescence assay plates. KKLEB CF airway cells viability, ATPlite luminescence, overnight; active compounds read low; cells stimulated with P. aeruginosa culture filtrate. activity change (cytotoxicity), % at 5 µM. actives 0.36% (n = 360,000). AID 602141, 2011;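 active = corrected activity change at or below -50% at 5 µM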
TWEAK-Fn14 inh = inhibitors of TWEAK-Fn14 signaling, primary screen, luciferase reporter cells, uHTS; TWEAK-stimulated Fn14 reporter cells, luciferase luminescence, 8 h; inhibition, % at 10 µM; actives 2% (n = 360,000); in the data active = inhibition above about 50%
COUP-TFII inh = NR2F2 transcriptional activity inhibitors, primary screen, cell-based, luciferase reporter, HEK293T, luminescence. COUP transcription factor 2 (Homo sapiens), P24468. HEK293T NGFI-A luciferase reporter. inhibition, % at 8.6 µM. actives 0.7% (n = 370,000). AID 686940, 2013;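 active = inhibition above a per-plate cutoff, mean inhibition of test wells between control levels plus 3 SD, cut at about 38% in these data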;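 also: cells cotransfected with COUP-TFII expression vector driving the NGFI-A reporter; 0% = median of COUP-TF2 test wells and 100% = reporter-only cells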
Target sequence (P24468 whole entry, looked up): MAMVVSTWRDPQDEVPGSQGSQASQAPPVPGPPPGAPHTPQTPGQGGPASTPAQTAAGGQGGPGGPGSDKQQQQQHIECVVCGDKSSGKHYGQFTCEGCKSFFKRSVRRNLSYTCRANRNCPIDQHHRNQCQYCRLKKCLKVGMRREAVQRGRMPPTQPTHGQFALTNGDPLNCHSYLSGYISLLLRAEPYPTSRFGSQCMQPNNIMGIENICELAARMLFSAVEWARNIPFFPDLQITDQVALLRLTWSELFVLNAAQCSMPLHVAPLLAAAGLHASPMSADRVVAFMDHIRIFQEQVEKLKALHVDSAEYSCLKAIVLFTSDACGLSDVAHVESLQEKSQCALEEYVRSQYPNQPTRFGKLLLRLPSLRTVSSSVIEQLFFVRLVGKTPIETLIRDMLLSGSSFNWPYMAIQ
SRC1 inh = SRC1 coactivator transcriptional activity inhibitors, primary screen, cell-based, luminescence | inhibition, % at 3.6 µM | actives 0.12% (n = 360,000) | Nuclear receptor coactivator 1 (Homo sapiens), Q15788 | AID 588354, 2011 | HEK293 GAL4-SRC1 luciferase reporter;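 active = inhibition above the campaign mean plus 3 SD, with each screening campaign given its own cutoff, cut at about 60% in these data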;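 also: 0% = DMSO treated cells and 100% = gossypol at 36 µM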
CF NFkB block = inhibitors of PAF-induced NF-kB signaling, primary screen, cell-based, GFP fluorescence, uHTS; KKLEB NF-kB-GFP reporter, GFP fluorescence overnight; inhibition, % at 5 µM; actives 0.86% (n = 360,000);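 active = at least 50% inhibition at 5 µM, scaled per plate between neutral and stimulator controls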;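 also: PAF is a Pseudomonas aeruginosa culture filtrate used as stimulus; plate controls were PAF-stimulated DMSO wells for no effect and unstimulated DMSO wells for full effect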
NCOA3 inh = SRC3 coactivator transcriptional activity inhibitors, primary screen, cell-based, luminescence | Nuclear receptor coactivator 3 (Homo sapiens), Q9Y6Q9 | HEK293 GAL4-SRC3 luciferase reporter | inhibition, % at 3.6 µM | actives 0.17% (n = 360,000);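 active = inhibition above a per-campaign cutoff, the mean of all compounds plus 3 SD, cut at about 60% in these data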;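 also: 0% = DMSO-treated cells and 100% = gossypol-treated cells at 36 µM; higher means less SRC3-driven luciferase light from the GAL4 reporter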
NR5A2 inv ag = LRH-1 (NR5A2) inverse agonists, primary screen, cell-based, luminescence, HEK293T, StAR-luciferase reporter. LRH-1 transfected, 24 h. inhibition, % at 3.6 µM. actives 0.13% (n = 360,000);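 active = inhibition above the mean inhibition of all tested compounds plus 3 SD, cut at about 73% in these data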;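 also: 0% = DMSO wells and 100% = reporter-only cells lacking LRH-1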
Target sequence (O00482 whole entry, looked up): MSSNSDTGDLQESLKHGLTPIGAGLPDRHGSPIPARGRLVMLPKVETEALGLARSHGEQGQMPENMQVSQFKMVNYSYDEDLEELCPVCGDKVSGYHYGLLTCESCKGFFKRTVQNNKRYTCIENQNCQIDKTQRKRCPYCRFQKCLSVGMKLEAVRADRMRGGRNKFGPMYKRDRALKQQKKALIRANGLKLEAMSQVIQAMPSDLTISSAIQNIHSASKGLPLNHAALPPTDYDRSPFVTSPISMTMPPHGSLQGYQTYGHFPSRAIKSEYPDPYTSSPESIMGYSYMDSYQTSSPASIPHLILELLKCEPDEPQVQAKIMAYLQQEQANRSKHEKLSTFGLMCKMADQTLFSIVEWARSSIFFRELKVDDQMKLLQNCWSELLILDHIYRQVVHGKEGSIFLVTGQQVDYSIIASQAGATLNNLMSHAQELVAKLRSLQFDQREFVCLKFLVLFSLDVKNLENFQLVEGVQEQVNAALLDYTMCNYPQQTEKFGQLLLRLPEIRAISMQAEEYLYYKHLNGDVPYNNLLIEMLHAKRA
TROY NFkB inh = inhibitors of TROY-driven NF-kB signaling, primary screen, Q293 LMP1-TROYcd cells, NF-kB luciferase, uHTS. inhibition, % at 10 µM. actives 0.98% (n = 360,000). Q293 LMP1-TROYcd NF-kB luciferase reporter, 4 h;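 active = compounds whose plate-normalised and pattern-corrected inhibition of the luciferase reporter signal at the single screening dose is 50% or more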
C8 TRAIL sens = viability loss with TRAIL in NB7+C8 cells, primary screen, TRAIL sensitizer project, cell-based, ATPlite luminescence. inhibition (viability loss, TRAIL sensitization), % at 10 µM. actives 1% (n = 360,000). AID 624354, 2012;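 active = compounds causing at least 50% loss of cell viability in the single-dose screen, relative to plate controls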
* marks the source's active call; other numbers are inactive results; / = not tested or not shown.

Letter code – A = EBV LMP1 NFkB; B = SRC2 inh; C = KKLEB cytotox; D = TWEAK-Fn14 inh; E = COUP-TFII inh; F = SRC1 inh; G = CF NFkB block; H = NCOA3 inh; I = NR5A2 inv ag; J = TROY NFkB inh; K = C8 TRAIL sens
COc1ccc(S(=O)(=O)N2CCOCC2)cc1NC(=O)CSc1nnc2n1CCCCC2
  A: 0; B: 23; C: 12; D: 12; E: 0; F: -9; G: 7; H: 6; I: -3; J: -8; K: -8
Cc1ccc(NC(=O)c2cccnc2C(=O)Nc2ccc(C)cc2)cc1
  A: -3; B: -14; C: 2; D: -4; E: 6; F: 8; G: -5; H: -2; I: 13; J: -13; K: -2
CC(=O)OCC(=O)Nc1c(C)cccc1C
  A: -8; B: -16; C: 0; D: -15; E: -9; F: 5; G: 6; H: 0; I: -1; J: -8; K: -1
O=CNCC(=O)NCCc1ccc(Cl)cc1
  A: 0; B: -4; C: -10; D: 3; E: 3; F: 8; G: 4; H: 13; I: 15; J: 3; K: 6
C/C(=N/NC(N)=S)c1ccccc1[N+](=O)[O-]
  A: -6; B: -9; C: 1; D: 14; E: -5; F: 16; G: -11; H: 4; I: 30; J: -2; K: 7
O=C(CN1C(=O)COc2ccc(Cl)cc21)Nc1nccs1
  A: -2; B: 10; C: 3; D: -10; E: -8; F: -1; G: 7; H: 2; I: 0; J: 8; K: -3
CCc1ccc(NC(=O)CSc2nnc(CC)c(CC)n2)cc1
  A: -10; B: 6; C: 11; D: 3; E: -3; F: -6; G: -3; H: 14; I: 10; J: 2; K: -2
Cc1cc(=O)[nH]c(SCCOc2ccc(OC(C)C)cc2)n1
  A: -3; B: -56; C: 0; D: 11; E: 0; F: -50; G: -7; H: -30; I: -60; J: 4; K: -2
O=C(CSc1nnc(C2CC2)n1-c1ccccc1)N1CCNC1=O
  A: 0; B: -15; C: 4; D: 0; E: 6; F: -7; G: 0; H: -4; I: -1; J: 2; K: -22
O=C(CCc1c[nH]c2ccccc12)OCC(=O)c1ccccc1
  A: 6; B: 11; C: 12; D: -13; E: -2; F: 12; G: 5; H: 13; I: 18; J: -19; K: 12
C/C(CC(=O)Nc1ccc2c(c1)OCO2)=N\NC(=O)C(c1ccccc1)c1ccccc1
  A: 8; B: -21; C: 13; D: -8; E: 12; F: 3; G: -36; H: -2; I: -1; J: 14; K: -10
O=C(NCC(c1cccs1)N1CCOCC1)c1cccnc1 (stereo not drawn)
  A: -4; B: /; C: -2; D: -19; E: /; F: 3; G: 5; H: 1; I: -5; J: 11; K: -15
C[C@@H]1CN(C(=O)c2nc3ccc(Cl)cn3c2CN(C)CCc2cnn(C)c2)C[C@H](C)O1
  A: 2; B: -2; C: 0; D: 0; E: -16; F: 2; G: -7; H: 12; I: 3; J: -3; K: 0
CN(C)c1ccc(C(=S)N2CCNCC2)cc1
  A: 5; B: -6; C: 10; D: -18; E: -2; F: 0; G: -12; H: 21; I: 13; J: 12; K: -11
CCOC(=O)CC/C(C)=N\N=C1\SC(CC(=O)O)C(=O)N1c1ccccc1 (stereo not drawn)
  A: 44*; B: -55; C: -4; D: -10; E: 3; F: 20; G: -10; H: 34; I: 17; J: -4; K: -9
CS(=O)(=O)NCc1ccc(C(=O)NCc2ccccc2)cc1
  A: -8; B: 10; C: -10; D: -4; E: 8; F: -21; G: 9; H: 15; I: -19; J: 15; K: 3
Cc1ccc(C(=O)CCS(=O)(=O)c2ccc(Cl)cc2)cc1
  A: -6; B: -10; C: 4; D: 8; E: -4; F: -22; G: 3; H: -12; I: 16; J: -2; K: -18
CC(C)C(=O)Nc1ccccc1C(=O)N/N=C/c1ccc([N+](=O)[O-])cc1
  A: -6; B: -36; C: 1; D: -12; E: -3; F: -18; G: -13; H: -4; I: -2; J: -7; K: -7
COc1ccccc1N1CCN(Cc2nc(N)nc(Nc3ccc(C)c(Cl)c3)n2)CC1
  A: 14; B: 8; C: -19; D: 41; E: 22; F: 9; G: 8; H: -4; I: 7; J: 15; K: 16
Cn1nnc(NC(=S)NC(=O)c2cc3ccccc3o2)n1
  A: -7; B: -20; C: -4; D: -1; E: -9; F: -7; G: -3; H: 0; I: -14; J: -23; K: -1
O=C(CSc1nc2ccccc2o1)Nc1ccccc1N1CCOCC1
  A: -1; B: -6; C: -2; D: 11; E: -2; F: -13; G: 2; H: 11; I: -15; J: -20; K: 11
COc1ccc(C(C(=O)NCCC(C)C)N(CCN2CCOCC2)C(=O)Cn2nnc3ccccc32)c(OC)c1 (stereo not drawn)
  A: -2; B: -7; C: 12; D: -10; E: -6; F: 0; G: -4; H: 18; I: 9; J: -4; K: 0
Cc1ccc(/C([O-])=C(/C(=S)NCc2ccc3c(c2)OCO3)[n+]2ccc(N(C)C)cc2)c(C)c1
  A: 4; B: -26; C: 9; D: -1; E: 14; F: 3; G: -8; H: 16; I: 6; J: -24; K: -7
Cc1ccccc1NC(=O)CCC(=O)N/N=C/c1ccncc1
  A: 2; B: 3; C: 4; D: 2; E: -17; F: -2; G: -20; H: 8; I: 10; J: 2; K: -6
CC(C)(CNc1ccc([N+](=O)[O-])cc1C#N)N1CCOCC1
  A: -4; B: -13; C: 1; D: -18; E: 6; F: -11; G: -5; H: -1; I: -10; J: 4; K: -6
COc1ccccc1Nc1nnc(SCC2CCCCO2)s1 (stereo not drawn)
  A: 37; B: -62; C: -26; D: 65*; E: -41; F: -74; G: 14; H: -54; I: -129; J: 29; K: 70*
CCOC(=O)N1CCN(c2ccc(C(=O)CC)cc2F)CC1
  A: -1; B: -33; C: 0; D: -5; E: 2; F: -23; G: -1; H: -5; I: -47; J: 13; K: -20
CCOC(=O)c1cnc2ccccc2c1NCCc1ccc(OC)c(OC)c1
  A: 0; B: 16; C: 1; D: -5; E: 15; F: -37; G: -16; H: 6; I: 14; J: -13; K: 1
COc1ccc(NS(=O)(=O)c2cccc(C(=O)N/N=C/c3ccc(O)cc3)c2)cc1
  A: -4; B: 6; C: -5; D: -27; E: -11; F: -59; G: -7; H: 3; I: 6; J: -11; K: 11
COc1ccc(C(C)=O)cc1COc1ncnc2ccccc12
  A: 0; B: 1; C: -5; D: -2; E: -13; F: -8; G: 10; H: 8; I: 1; J: 7; K: 1
O=c1[nH]c2ccccc2cc1CN(Cc1cccnc1)S(=O)(=O)c1ccc([N+](=O)[O-])cc1
  A: -4; B: 3; C: -6; D: 3; E: -15; F: -7; G: -11; H: 6; I: 0; J: -11; K: 0
Cn1c(N)c(C(=O)COC(=O)Cc2ccc(Cl)c(Cl)c2)c(=O)n(C)c1=O
  A: 4; B: 30; C: 7; D: -19; E: 22; F: -25; G: -31; H: -17; I: 3; J: 5; K: 14
CS(=O)(=O)N1CCC(Oc2ccccc2C(=O)NCCCc2cccnc2)CC1
  A: -3; B: 2; C: 7; D: 12; E: 0; F: -21; G: -10; H: 8; I: -2; J: 21; K: -8
CCOc1ccc(N(CC(=O)Nc2cccnc2)S(C)(=O)=O)cc1
  A: 8; B: -6; C: 6; D: 13; E: 2; F: -12; G: -9; H: 8; I: 6; J: 17; K: 3
Cc1ccc(NC(=O)C(OC(=O)c2cnc(C)cn2)c2ccccc2)c([N+](=O)[O-])c1 (stereo not drawn)
  A: 6; B: 1; C: 6; D: -19; E: -18; F: -12; G: -26; H: 12; I: -40; J: -6; K: -4
O=C1NC(NS(=O)(=O)c2ccccc2)(C(F)(F)F)C(=O)N1c1ccc(F)cc1 (stereo not drawn)
  A: -7; B: 10; C: -16; D: 0; E: 10; F: 3; G: -2; H: 17; I: 7; J: 18; K: -2
Cc1ccc(N=Nc2ccc(O)c3ncccc23)cc1
  A: 13; B: -18; C: -9; D: -81; E: 2; F: -8; G: 16; H: 16; I: 1; J: -33; K: 28
COc1ccc(NC(=O)C(c2ccc(C)cc2)N(C)C(=O)CC2NC(=O)NC2=O)cc1 (stereo not drawn)
  A: 0; B: 5; C: 5; D: -13; E: 9; F: 4; G: -1; H: 10; I: -1; J: -6; K: 4
CC1CCN(S(=O)(=O)c2nnc(NC(=O)COc3ccccc3F)s2)CC1
  A: -9; B: -5; C: -12; D: -16; E: 5; F: 10; G: 37; H: 5; I: -12; J: -1; K: -3
CCN(CC)S(=O)(=O)c1cccc(C(=O)Nc2cc(C)on2)c1
  A: 10; B: -21; C: -1; D: -16; E: -4; F: -9; G: 0; H: -11; I: -9; J: -18; K: 7
COc1ccc(Cl)cc1S(=O)(=O)N1CCN(c2ccc(F)cc2)CC1
  A: 4; B: -8; C: -20; D: 5; E: 8; F: -9; G: 6; H: 0; I: 3; J: 4; K: -3
Cc1c(NC(=O)CCC(=O)N2CCOCC2)c(=O)n(-c2ccccc2)n1C
  A: -5; B: 4; C: 12; D: -19; E: -1; F: 5; G: -6; H: 22; I: -10; J: 7; K: 11
O=C(/C=C/c1ccccn1)c1cc(Br)ccc1O
  A: 7; B: -15; C: 10; D: 2; E: -7; F: -6; G: 0; H: -1; I: -7; J: -5; K: -4

3 compounds already listed, sorted by the number in SRC2 inh, ascending:
| canonical_smiles | SRC2 inh |
| --- | --- |
| CCN(CC)S(=O)(=O)c1cccc(C(=O)Nc2cc(C)on2)c1 | -21 |
| Cc1ccc(N=Nc2ccc(O)c3ncccc23)cc1 | -18 |
| CC1CCN(S(=O)(=O)c2nnc(NC(=O)COc3ccccc3F)s2)CC1 | -5 |
